Source: PubChem (National Center for Advancing Translational Sciences (NCATS))
KB-3-1 tox = kills parental KB-3-1 adenocarcinoma cells; KB-3-1 viability, CellTiter-Glo ATP luminescence, 72 h; 1.4% of 400,000 active; Potency, µM (highest dose often 46.1 µM), without a hit: top-dose activity change, negative = cytotoxic, usual class: cytotoxic; note: potency is the fitted concentration of half-maximal effect; % is set by controls: 0 for no effect and ±100 for the full control effect; nearly all actives have a fitted effect of over 60% in size
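Cytotoxicity in the drug-sensitive parental line KB-3-1 was scored as loss of CellTiter-Glo luminescence following 72 h incubation with compound. Values come from curve fitting of normalized concentration-response data.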
WRN helicase inh = inhibitors of human WRN helicase. WRN helicase unwinding, fluorescent forked duplex, kinetic. Potency, µM (series often up to 114 µM), for inactives: at the highest dose activity change, negative = inhibition, most hits filed as inhibitors. 0.46% of 360,000 active; note: potency is the fitted concentration of half-maximal effect; % is set by controls: 0 for no effect and ±100 for the full control effect; nearly all actives have a fitted effect of over 55% in size
Target sequence (Q14191 whole entry, looked up): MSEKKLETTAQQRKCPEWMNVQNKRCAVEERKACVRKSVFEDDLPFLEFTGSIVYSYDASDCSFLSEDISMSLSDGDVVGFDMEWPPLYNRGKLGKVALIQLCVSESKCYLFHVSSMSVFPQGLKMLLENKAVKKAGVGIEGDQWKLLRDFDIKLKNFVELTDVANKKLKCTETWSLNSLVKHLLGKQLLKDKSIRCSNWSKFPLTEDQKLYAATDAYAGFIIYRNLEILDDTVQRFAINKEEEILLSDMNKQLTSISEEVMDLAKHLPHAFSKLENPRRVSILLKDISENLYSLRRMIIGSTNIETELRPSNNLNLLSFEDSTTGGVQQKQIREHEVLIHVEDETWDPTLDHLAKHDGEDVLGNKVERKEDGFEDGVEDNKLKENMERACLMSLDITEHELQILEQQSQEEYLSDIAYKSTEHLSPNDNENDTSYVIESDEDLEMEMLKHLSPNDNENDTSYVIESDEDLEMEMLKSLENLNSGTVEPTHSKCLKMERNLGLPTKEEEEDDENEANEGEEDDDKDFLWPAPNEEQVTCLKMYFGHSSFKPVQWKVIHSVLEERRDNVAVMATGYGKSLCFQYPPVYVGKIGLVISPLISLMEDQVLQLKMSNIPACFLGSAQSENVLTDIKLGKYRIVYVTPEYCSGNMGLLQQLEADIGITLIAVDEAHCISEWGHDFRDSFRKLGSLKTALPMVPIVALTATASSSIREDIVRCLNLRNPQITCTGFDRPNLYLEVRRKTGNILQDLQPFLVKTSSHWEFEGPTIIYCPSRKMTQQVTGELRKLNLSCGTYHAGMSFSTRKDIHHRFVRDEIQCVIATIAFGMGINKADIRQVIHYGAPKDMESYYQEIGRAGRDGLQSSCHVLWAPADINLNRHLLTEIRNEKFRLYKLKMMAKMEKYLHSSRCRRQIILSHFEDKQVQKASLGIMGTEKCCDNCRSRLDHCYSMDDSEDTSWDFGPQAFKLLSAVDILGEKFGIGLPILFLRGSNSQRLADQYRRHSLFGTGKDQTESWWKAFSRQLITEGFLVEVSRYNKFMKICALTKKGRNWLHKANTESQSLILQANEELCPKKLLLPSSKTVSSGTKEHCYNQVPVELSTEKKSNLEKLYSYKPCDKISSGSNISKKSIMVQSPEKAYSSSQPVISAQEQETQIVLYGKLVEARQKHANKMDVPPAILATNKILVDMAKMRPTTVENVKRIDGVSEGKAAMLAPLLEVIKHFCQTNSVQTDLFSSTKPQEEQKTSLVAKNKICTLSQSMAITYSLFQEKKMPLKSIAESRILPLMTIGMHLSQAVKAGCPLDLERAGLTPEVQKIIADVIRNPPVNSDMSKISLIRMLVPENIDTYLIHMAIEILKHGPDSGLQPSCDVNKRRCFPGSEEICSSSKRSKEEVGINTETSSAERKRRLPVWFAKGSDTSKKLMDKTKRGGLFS
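Enzyme (20 nM final) and test compound sit together 15 min at room temperature before substrate addition. Substrate is a single-forked duplex oligonucleotide (100 nM) labelled with fluorophore and quencher, with 2 mM ATP; helicase unwinding raises red fluorescence, read kinetically.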
HT1080 IDH1KD tx = HT-1080 IDH1 knockdown cell toxicity (counter line); HT-1080 IDH1 knockdown viability, ATP luminescence, 48 h; Potency, µM (doses to about 46.1 µM), for the others: top-dose activity, negative = toxicity, hits mostly cytotoxic; 2% of 360,000 active; AID 686971;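 note: potency is the fitted concentration of half-maximal effect; 0% = DMSO wells and -100% = cell-free medium wells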
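IDH1KD HT-1080 cells, 750/well, RPMI + 5% FBS; compound pinned after 2 h settling; 48 h, 37 °C; CellTiter-Glo luminescence; % activity normalised to DMSO and no-cell wells; curves fitted, classed by r2 and efficacy.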
ATXN2 expr inh = inhibitors of ATXN2 expression. HEK-293 ATXN2-luciferase reporter, luminescence, 24 h. Potency, µM (highest dose often 57 µM), without a hit: top-dose activity change, negative = inhibition, actives largely listed as inhibitors. 0.72% of 360,000 active. AID 1745845; note: potency is the fitted concentration of half-maximal effect; % is set by controls: 0 for no effect and ±100 for the full control effect; nearly all actives have a fitted effect of over 55% in size
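qHTS (up to 57 uM final) was run with 24 h compound exposure of reporter cells at 37 °C. Each well was multiplexed: SteadyGlo luminescence measured ATXN2-luciferase expression after a fluorogenic Gly-Phe-AFC viability readout (25 uM final).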
KB-V1 cytotox = KB-V1 MDR subline cytotoxicity. Potency, µM (titrated, usually from 46.1 µM), inactives show top-dose activity change, negative = cytotoxicity, actives largely listed as cytotoxic. KB-V1 MDR cells viability, CellTiter-Glo, 72 h. 3.4% of 400,000 active; note: potency is the fitted concentration of half-maximal effect; % is set by controls: 0 for no effect and ±100 for the full control effect; nearly all actives have a fitted effect of over 60% in size
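Luminescent ATP read-out (CellTiter-Glo, 10 min) measures survival of drug-selected KB-V1 MDR cells after 72 h, 37 degrees C compound exposure. Medium: phenol-red-free DMEM, 10% FBS. Values from fitted concentration-response curves.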
MCF10A rerep = inducers of DNA re-replication in MCF 10A breast cells; 2.9% of 350,000 active; AID 624296; MCF 10A DNA re-replication, Hoechst nuclear intensity, 48 h; Potency, µM (top dose mostly 46.1 µM), inactives show at the highest dose activity, positive = re-replication, hits mostly activators; note: potency is the fitted concentration of half-maximal effect; % of control where 0% means no effect; nearly all actives have a fitted effect of over 50% in size
HT1080-NT tox = kills 2HG-producing HT-1080-NT fibrosarcoma cells | HT-1080-NT fibrosarcoma viability, CellTiter-Glo ATP luminescence, 48 h | Potency, µM (top dose mostly 46.1 µM), for inactives: top-dose activity, negative = less viability, actives largely listed as cytotoxic | 1.6% of 360,000 active | AID 686970;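 note: NT is the 2HG producing partner of a matched IDH1 knockdown line; potency is the fitted concentration of half-maximal effect; 0% = DMSO-treated cells and -100% = media-only wells without cells; nearly all actives have a fitted effect of over 55% in size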
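750 cells/well, RPMI + 5% FBS; 2 h settle, compound pin-transfer, 48 h at 37 degrees C. CellTiter-Glo 10 min RT, luminescence. Normalized to DMSO and media-only wells.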
SW480 rerep = induces DNA re-replication in SW480 colon adenocarcinoma cells | 1.8% of 340,000 active | Potency, µM (top dose mostly 46.1 µM), for inactives: at the highest dose re-replication activation, actives largely listed as activators | SW480 DNA re-replication, Hoechst DNA content imaging, 48 h | AID 624297; note: potency is the fitted concentration of half-maximal effect; % of control where 0% means no effect; nearly all actives have a fitted effect of over 55% in size
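Readout is total intensity of Hoechst-stained nuclei, excited at 405 nm and collected at 500-530 nm. Compound treatment lasted 48 hr at 37 C in 5% CO2 before staining.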
IL1B secr inh = blocks inflammasome-driven IL-1 beta release. THP-1 LPS/ATP IL-1B secretion, AlphaLISA, 16 h; active compounds read low. activity change, % at 57.5 µM. 4.7% of 360,000 active. AID 743279; in the data active = activity change below about -50%; inconclusive = mostly about -30% to -49%; note: % is set by controls: 0 for no effect and ±100 for the full control effect
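Secreted IL-1B measured by AlphaLISA bead assay after 16 h compound exposure of THP-1 cells; compounds (final up to 57.5 uM) added 1 h before LPS (250 ng/mL) and ATP (1.25 mM) stimulation; lower signal means less secretion.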
Active calls of the source: *; u = inconclusive; x = not tested or not shown; [ ] = dose if it differs, or a comment. Unless noted, calls come from the whole dose curve; as a rule, active = well fitted curve in the direction sought with a large enough effect; inconclusive = small, poorly fitted or top-dose-only effect, or another doubt; inactive = no such curve, though single readings can be large; an effect the other way counts as inactive or inconclusive. Hits appear at their usual frequency; any-hit rate near 12%.

SMILES | KB-3-1 tox | WRN helicase inh | HT1080 IDH1KD tx | ATXN2 expr inh | KB-V1 cytotox | MCF10A rerep | HT1080-NT tox | SW480 rerep | IL1B secr inh
Cc1nnc(NC(=O)CSc2nnc(Cc3cccn3C)n2-c2cccc(C(F)(F)F)c2)s1 | -17% | -6% | -1% | -10% | 0% | 3% | -5% | -2% | -1
CCOc1ccccc1NC(=S)N1CCN(c2cccc(C)c2C)CC1 | -9% | 0% | -13% | -19% | -8% | 24% | -25% | 78% | 0
Nc1ncnc(Nc2ccccn2)c1[N+](=O)[O-] | -1% | -6% | -5% | 4% | 4% | u | -2% | -4% | 7
CCN(CC)C(=O)C1=C(C)N(Cc2ccc(OC)cc2)C(=O)C(CC(=O)NCC2CCCCC2)C1 (centres undefined) | 0% | -7% | 9% | 7% | -4% | x | -7% | x | -12
COc1ccc(-n2nc(C(=O)NCC(=O)NC(C)C)c3ccccc3c2=O)cc1Cl | 1% | -1% | 1% | x | 0% | 3% | 0% | -56%[inhibitor] | -2
Cc1nn(Cc2ccc(Cl)c(Cl)c2)c(C)c1NC(=O)c1cc(-c2ccc3c(c2)OCO3)on1 | u | -11% | u | -36% | -10% | 5.8µM* | u | 16µM* | -13
COc1cccc(NC(=O)CS(=O)(=O)c2cn(CC(=O)N3CCOCC3)c3ccccc23)c1 | 3% | 1% | 9% | x | u | 2% | 7% | -11% | 0
COc1ccc(C2=NOC(C(=O)Nc3cc(C)on3)C2)cc1 (centres undefined) | 9% | 3% | -1% | -4% | 4% | 2% | 4% | -5% | 2
Cc1cccc(C(=O)Nc2c(C(=O)N(C)C)cnn2-c2ccccc2)c1 | 6% | 15% | 10% | 1% | u | 1% | 1% | 0% | 3
Cc1cc(C)c(S(=O)(=O)Nc2ccccn2)c(C)c1 | 0% | 1% | 0% | x | 9% | 3% | -1% | -4% | 9
O=C(NCc1ccc2c(c1)OCO2)c1ccc(NS(=O)(=O)c2ccc3c(c2)OCCO3)cc1 | -13% | -12% | 3% | 3% | -27% | u | -17% | 2% | 6
CC1(C(=O)NCc2cccc3ccccc23)CCN1Cc1ccc2ccccc2c1 (centres undefined) | u | -11% | u | -36% | -22% | x | u | x | -5
COc1cc(C2c3c(oc4ccccc4c3=O)C(=O)N2c2ccc(C)cn2)ccc1O (centres undefined) | 5% | -5% | 10% | 11% | 15% | 0% | 13% | 2% | 43
Cc1cccc(C)c1NC(=S)N(Cc1ccccc1)Cc1cccnc1 | 0% | -30% | 11% | -8% | u | 1% | 15% | 2% | 13
CNC(=O)C(=O)NCC1OCCN1S(=O)(=O)c1ccc2c(c1)OCCO2 (centres undefined) | 6% | 2% | 0% | -4% | 4% | -7% | 7% | 0% | 0
O=C1C=CC(=O)c2c(O)c(CO)c(CO)c(O)c21 | 6% | 7.9µM* | -29% | u | 0% | 8% | -15% | u | -1
CCOc1ccc(NC2CCN(C(C)=O)CC2)cc1 | 14% | -5% | -1% | 9% | 21% | 6% | 29% | 1% | 3
COc1ccc(/C=C/C(=O)NC(=S)Nc2ccc(Br)cn2)cc1 | 0% | 9% | 6% | 12% | 6% | 4% | 23% | u | 134
CC(=O)c1cccc(NC(=O)C2Cc3c(-c4cccc(C(N)=O)c4)ccnc3O2)c1 (centres undefined) | 0% | 6% | -12% | -29% | 7% | x | u | x | -1
COC(=O)C(C)N1CCC(=O)c2ccccc2S1(=O)=O (centres undefined) | 23% | 1% | 3% | 2% | 0% | 14% | 4% | -7% | 21
CCN(CC)C(=S)SC1CCCCN(C(=O)c2ccc(F)cc2)C1=O (centres undefined) | 8% | 0% | 0% | -22% | u | 10% | -8% | -5% | 10
COCCSc1ccccc1C(=O)N1CCCC(C)C1 (centres undefined) | 3% | 5% | 4% | x | 10% | -5% | 5% | -1% | -9
C=CCN(Cc1cn(C)nc1-c1cccc(Cl)c1)C1CCS(=O)(=O)C1 (centres undefined) | 0% | 4% | 2% | 3% | 0% | 17% | -16% | -3% | 50
O=C(CSc1nc(=O)n(CCN2CCOCC2)c2c1CCCC2)Nc1cccc([N+](=O)[O-])c1 | -3% | 3% | 15% | -3% | 2% | -9% | 13% | -261%[inhibitor] | -14
Cc1ccc(Cl)cc1N1CCN(C(=O)C2CCN(c3nnc(-n4cccc4)s3)CC2)CC1 | u | 0% | -19% | u | -4% | u | -16% | 12% | -19

Next entries follow.
SMILES | KB-3-1 tox | WRN helicase inh | HT1080 IDH1KD tx | ATXN2 expr inh | KB-V1 cytotox | MCF10A rerep | HT1080-NT tox | SW480 rerep | IL1B secr inh
CCOC(=O)c1cc(-c2ccccc2)nc2nc(N(CC)CC)sc12 | 1% | 0% | -19% | 46%[activator] | -20% | 5.2µM* | u | u | -54*
CCc1nn(C(C)C(=O)NCc2ccc(Cl)cc2)c(=O)c2cc3occc3n12 (centres undefined) | 5% | 1% | -15% | -8% | -5% | 12% | -5% | -4% | -19
COC(=O)c1ccc(NC(=O)CN2C(=O)CNC2=O)cc1 | 5% | 2% | 3% | 10% | 3% | -4% | 5% | 1% | 45
COc1ccc(Oc2cccc(Cl)c2CNC(=O)c2ccccc2C(=O)O)cc1 | -2% | 4% | 4% | -15% | 15% | -8% | -1% | -5% | 6
C(=C\c1ccccc1)/CN1CCN(C(c2ccccc2)c2nnnn2-c2ccc3c(c2)OCCO3)CC1 (centres undefined) | -8% | -1% | u | -27% | -2% | x | u | x | 0
Cn1cnnc1SCC(=O)Nc1nc(-c2ccccc2)cs1 | 7% | -6% | 4% | -28%[11.3 µM] | 1% | 0% | -1% | -3% | 19
O=C1CCCC2=C1C(c1ccccc1)CC(=O)N2c1ccc(F)cc1F (centres undefined) | 6% | 4%[11.6 µM] | 26% | -1% | u | 1% | 21% | -22% | 3
COc1cc(C(=O)Nc2ccc(NC(C)=O)cc2)ccc1OCc1ccccc1 | u | -2%[57.1 µM] | 13% | 4% | -9% | -27% | 14% | u | 1
C=CCNC(=O)C1CC(=O)N(c2ccc(OCC(=O)N3CCCC3)cc2)C1 (centres undefined) | -6% | -4% | -1% | -4% | -12% | 2% | u | -2% | -15
O=C1NC2(CCCCC2)C(=O)N1CC(=O)N(Cc1ccccc1)c1ccccc1 | -11% | -5% | 1% | -10% | -2% | 2% | -4% | 25% | -8
O=[N+]([O-])c1cccc(C2CC(c3ccccc3)=NN2c2ccccc2)c1 (centres undefined) | -16% | -7% | -4% | -12% | u | 9% | -8% | 13% | u
CC(=O)c1ccc(C(=O)NC2CCCN(Cc3ccccc3F)C2)s1 (centres undefined) | -1% | -4% | 3% | 9% | -25% | 8% | 2% | -1% | -11
COc1ccccc1NC(=O)Cc1nnc(SCC(=O)Nc2ccccc2F)n1C | -6% | u | -1% | -15% | -1% | u | 5% | 23% | 14
CC(=O)NCCn1c(SCc2cc(=O)n3cc(Cl)ccc3n2)nc2ccccc2c1=O | 1% | -5% | 1% | -1% | 0% | -3% | 1% | -3% | 0
CC1Cc2ccccc2N1C(=O)CN1C(=O)CN(C)C(=O)c2ccccc21 (centres undefined) | 5% | -1% | 1% | 0% | 8% | -6% | 0% | -1% | 27
CCOC(=O)[C@H]1[C@H]2COc3cc(OC)ccc3[C@@H]2N2C(=O)CN(CC3CCCO3)C(=O)[C@@]12C (some centres undefined) | 9% | 7% | 14% | -7% | -6% | 2% | 10% | -1% | -7
Fc1ccc(N/N=C/c2ccncc2)c(F)c1 | 2% | -12% | 27% | 44%[activator] | u | 2% | -20% | -7% | -4
CCOc1cc(C2C3=C(CCCC3=O)N(C)C3=C2C(=O)CCC3)cc(Cl)c1O | 0% | -5% | 4% | 6% | 0% | -15% | 6% | -8% | 2
Cc1cc(C(=O)NNC(=O)Nc2ccc(Cl)cc2)no1 | 13% | -4% | 0% | 1% | -3% | 4% | 12% | -12% | 13
CCC(=NNS(=O)(=O)c1ccc(C)cc1)c1ccc(OC)c(C)c1 | -2% | 1% | 8% | x | u | x | 2% | x | -6
COCCOC(=O)C1=C(C)Nc2ncnn2C1c1ccccc1 (centres undefined) | 8% | 7% | -1% | 2% | -30% | 0% | u | -3% | -2
CC1CN(C(=O)CSc2nnc(NC(=O)NC(C)(C)C)s2)CC(C)O1 (centres undefined) | 2% | -8% | 6% | 6% | 11% | 10% | 6% | -6% | 19
COC(=O)[C@@H]1C[C@@]2(O)[C@H](O)[C@H](O)[C@H](O)C[C@H]2N1Cc1cccc2ccccc12 | 0% | 5% | 14% | 12% | 0% | -95%[inhibitor] | 14% | -6% | 47
Nc1nonc1C(=O)NCCNc1ccc([N+](=O)[O-])cc1 | -2% | -3% | -2% | x | 2% | -1% | -15% | -1% | -15
